Source: PubChem BioAssay (Broad Institute)
ERAP1 inh: blocks human ERAP1 aminopeptidase activity | Q9NZ08 | recombinant ERAP1, Leu-AMC fluorescence, 60 min | inhibition, % at 10.7 µM | 340,000 compounds, 0.15% hits | AID 652197;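 active = mean replicate inhibition of at least 30%, or all replicates individually reaching that 30% level; inactive = mean below 30% and not every replicate reaching it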;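 also: 0% = neutral control wells and 100% = L-leucinethiol positive control wells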
esBAF inh: SWI/SNF esBAF complex inhibition; mouse ES cells, Bmi1-luciferase knock-in reporter, 24 h; 100% = twice the neutral-well signal; reporter increase, % at 12.5 µM; 350,000 compounds, 2% hits; AID 602393; in the data active = activation above about 40%; inconclusive = no clear call, values can overlap the other calls;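 also: 0% = median of the plate's neutral control wells and 100% = double that signal; a rise in the Bmi1 reporter signal indicates esBAF inhibition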
INS-1E GSIS act: GLuc luminescence reporter in INS-1E cells, primary screen for activators of glucose-dependent secretion of insulin. INS-1E GLuc reporter insulin secretion, 2-3 h. 370,000 compounds, 0.61% hits. activation, % at 16.6 µM;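 active = lowest replicate activation of at least 40%, so every replicate reaches that level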;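 also: 0% = median of neutral control wells and 100% = median of IBMX positive control wells; some compounds called inactive have numbers as strong as hits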
F508del corr: CFTR F508del correction in bronchial cells; activity (quench increase), % at 7.58 µM; 350,000 compounds, 0.36% hits; CFBE cells, YFP halide quenching; stimulated with forskolin plus potentiator P3; % fluorescence drop versus neutral controls;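 active = mean added fluorescence quench of at least 8% versus neutral control, with both replicates also reaching 8%; inconclusive = only one of the mean or replicate conditions met; inactive = mean below 8% and not both replicates reaching 8%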;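 also: cells transiently co-express mutant CFTR-F508del with the halide-sensitive YFP; corrector assay measuring rescue of mutant channel to the surface after 24 h compound exposure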
RAD54 branch: inhibitors of human RAD54 branch migration | Q92698 | inhibition, % at 10.4 µM | AID 602329 | RAD54 Holliday junction branch migration, FAM/BHQ fluorescence | 360,000 compounds, 0.14% hits;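 active = mean normalized replicate activity at least 40 and at least half of replicates scoring 40 or more; inconclusive = only one of the two criteria met; inactive = mean below 40 and under half of replicates reaching 40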;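 also: 0% = median of neutral control wells and 100% = median of positive control wells; inhibitors cause a drop in the FAM fluorescence signal; in these data hits start at about 50%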
Target sequence (Q92698 whole entry, looked up): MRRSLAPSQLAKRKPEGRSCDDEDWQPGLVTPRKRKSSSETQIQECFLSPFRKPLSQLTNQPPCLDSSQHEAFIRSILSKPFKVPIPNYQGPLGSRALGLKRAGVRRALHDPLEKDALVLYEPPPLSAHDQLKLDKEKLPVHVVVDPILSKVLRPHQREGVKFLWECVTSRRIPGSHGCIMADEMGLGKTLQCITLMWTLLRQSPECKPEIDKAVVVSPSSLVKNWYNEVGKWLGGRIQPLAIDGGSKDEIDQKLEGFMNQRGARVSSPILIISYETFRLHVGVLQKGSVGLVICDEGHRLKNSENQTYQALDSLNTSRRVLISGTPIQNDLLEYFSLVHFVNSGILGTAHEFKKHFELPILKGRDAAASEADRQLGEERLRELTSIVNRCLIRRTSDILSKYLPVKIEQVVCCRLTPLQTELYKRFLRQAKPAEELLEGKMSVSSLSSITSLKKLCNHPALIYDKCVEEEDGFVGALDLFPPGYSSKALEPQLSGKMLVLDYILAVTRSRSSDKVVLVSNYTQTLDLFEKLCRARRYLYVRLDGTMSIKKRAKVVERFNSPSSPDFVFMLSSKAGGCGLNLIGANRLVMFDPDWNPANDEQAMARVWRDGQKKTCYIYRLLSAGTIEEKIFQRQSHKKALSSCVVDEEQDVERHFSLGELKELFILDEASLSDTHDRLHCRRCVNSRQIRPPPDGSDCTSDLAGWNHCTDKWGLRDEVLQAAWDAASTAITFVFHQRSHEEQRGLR
ARNT-TACC3 inh: disrupts binding between human ARNT and TACC3 | Q9Y6A5 | AlphaScreen His-ARNT PAS-B/GST-TACC3 binding, luminescence; TACC3 fragment carries E629A point mutation | inhibition, % at 9.99 µM | 390,000 compounds, 0.66% hits | AID 623870;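 active = mean inhibition of replicates at least 50% and at least half of replicates each reaching 50%; inconclusive = half or more replicates reach 50% but mean below 50%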;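 also: 0% = complete ARNT plus TACC3 wells and 100% = ARNT alone without TACC3; many hits fall short of the cut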
RAD52 inh: blocks human RAD52 DNA annealing; recombinant RAD52 DNA annealing, FRET fluorescence; inhibition, % at 18.7 µM; AID 651710; 360,000 compounds, 0.46% hits; P43351;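 active = every replicate showing at least 50% inhibition; inconclusive = mean inhibition at least 50% but not in every replicate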
XiGFP reactiv: activators of X-chromosome reactivation in mouse fibroblasts; XiGFP mouse fibroblasts, % GFP-positive cells imaging, 3 d; cells co-treated with 5-aza-dC sensitizer; scaled so ellipticine positive control = 100%; activation, % at 7.58 µM; 360,000 compounds, 0.055% hits; AID 743238;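 active = mean normalized replicate activation at least 10% and every replicate at or above 10%; inconclusive = only one of the two criteria met; inactive = mean below 10% and not all replicates reach 10%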;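 also: 0% = median of on-plate neutral control wells and 100% = ellipticine 6 µM median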
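Assay system – SV40-immortalized XiGFP fibroblast cells, line 68-5-11 · Buffer or medium – DMEM supplemented with 5-aza-dC as sensitizing agent · Dosing – one concentration, pinned · Benchmarks – positive control ellipticine, 6 µM final · Times – 3 days compound exposure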
The depositor's hits bear a star. The order is random. Share with any hit: about 3.3%.

CC1(C(=O)Nc2ccc3c(c2)OCO3)CCN1C(=O)C1(c2ccc(Cl)cc2)CC1 (stereo not given) was read as ERAP1 inh 0, esBAF inh 10, F508del corr 3.1, RAD54 branch -7, RAD52 inh -12 and XiGFP reactiv -0.1.
For N#CCCn1ncn(-c2ccccc2)c1=S the results were esBAF inh -9, INS-1E GSIS act 0, RAD54 branch 9 and ARNT-TACC3 inh 2.
Screening O=C(C[C@H]1C[C@@H]2c3cc(NC(=O)c4cccnc4)ccc3O[C@@H]2[C@H](CO)O1)NC1CCCCC1 returned ERAP1 inh -1, esBAF inh -4, INS-1E GSIS act 4, F508del corr 3.3, RAD54 branch 11, ARNT-TACC3 inh -8, RAD52 inh 21 and XiGFP reactiv -0.1.
For C[C@@H]1CN([C@H](C)CO)C(=O)c2cccc(NC(=O)c3ccncc3)c2O[C@H]1CN(C)C(=O)Nc1ccc2c(c1)OCO2 the results were ERAP1 inh 0, esBAF inh 13, INS-1E GSIS act 3, F508del corr 4.6, RAD54 branch 3, ARNT-TACC3 inh -3, RAD52 inh -11 and XiGFP reactiv 0.0.
Screening CCn1cnnc1SCC(=O)NCC1COc2ccccc2O1 (stereo not given) returned ERAP1 inh -4, esBAF inh -2, INS-1E GSIS act -6, F508del corr 0.9, RAD54 branch -2, ARNT-TACC3 inh 0, RAD52 inh -6 and XiGFP reactiv 0.0.
Screening O=C(Nc1cccnc1)c1ccc(S(=O)(=O)c2ccccc2)cc1 returned ERAP1 inh -6, INS-1E GSIS act 6, RAD52 inh -11 and XiGFP reactiv 0.5.
For O=C(COC(=O)/C=C/c1cccc(Cl)c1)Nc1ccc(N2CCOCC2)cc1 the results were ERAP1 inh -1, F508del corr 2.7, ARNT-TACC3 inh 2, RAD52 inh -15 and XiGFP reactiv -0.1.
Screening Cc1ccc(C(=O)Nc2sc(C(=O)N(C)C)c(C)c2C#N)cc1 returned INS-1E GSIS act -6, RAD54 branch -1, ARNT-TACC3 inh -3 and XiGFP reactiv 0.0.
For COc1ccc(-c2csc(C(O)c3ccc(OC)cc3)n2)cc1 (stereo not given) the results were ERAP1 inh 2, esBAF inh 6, INS-1E GSIS act -27, F508del corr 2.1, RAD54 branch 6, RAD52 inh -5 and XiGFP reactiv 0.2.
`COc1ccc(NC(=O)CSc2nnc(-c3cccs3)n2N)c(OC)c1` gave ERAP1 inh -2, esBAF inh -5, INS-1E GSIS act -11, F508del corr 0.3, RAD54 branch 9, ARNT-TACC3 inh -5, RAD52 inh 0 and XiGFP reactiv 0.0.
CSc1ncccc1C(=O)OCC(=O)C(C)(C)C was read as ERAP1 inh 10, INS-1E GSIS act 1, F508del corr -2.6, ARNT-TACC3 inh -1, RAD52 inh -9 and XiGFP reactiv 0.1.
For CC(=O)n1cc([C@H]2C=C(C(=O)N3CCCCCCC3)O[C@@H](OCCCCO)C2)c2ccccc21 the results were ERAP1 inh 2, F508del corr -0.1, RAD54 branch 0, ARNT-TACC3 inh 8 and RAD52 inh -18.
Screening Cc1cc(C)c(C)c(S(=O)(=O)NCCN2CCOCC2)c1C returned ERAP1 inh 0, esBAF inh -2, INS-1E GSIS act -19, F508del corr 1.4, RAD54 branch 5, ARNT-TACC3 inh 0, RAD52 inh 5 and XiGFP reactiv 0.2.
CCCCn1c(N)c(N(CC)C(=O)c2cccc(S(=O)(=O)N3CCN(C)CC3)c2)c(=O)[nH]c1=O was read as ERAP1 inh 0, INS-1E GSIS act -12, F508del corr 0.3, RAD52 inh -14 and XiGFP reactiv 0.0.
For Cn1ccc(C(=O)OCC(=O)Nc2cccc3ccccc23)n1 the results were ERAP1 inh -2, INS-1E GSIS act 1, F508del corr 2.6, ARNT-TACC3 inh 2, RAD52 inh -14 and XiGFP reactiv 0.0.
`Oc1ccc(-c2c(C3=CCCCC3)sc3ccccc23)cc1` gave ERAP1 inh 2, esBAF inh 4, INS-1E GSIS act 2, F508del corr 1.8, RAD54 branch 3, ARNT-TACC3 inh 0, RAD52 inh -14 and XiGFP reactiv 0.0.
Screening CN1c2ccc(Br)cc2[C@@H]2[C@@H](CCN2C(=O)C2CCOCC2)[C@@H]1CO returned ERAP1 inh 0, esBAF inh -1, INS-1E GSIS act 6, F508del corr 0.2, RAD54 branch -8, ARNT-TACC3 inh -11, RAD52 inh -16 and XiGFP reactiv 0.0.
For Cn1cc(/C=N/NC(=O)c2cccc([N+](=O)[O-])c2)c2ccccc21 the results were esBAF inh -9, INS-1E GSIS act 67, RAD54 branch -2, ARNT-TACC3 inh 4 and XiGFP reactiv 0.0.
O=C(c1c(F)cccc1F)N1CCCC(c2nc(-c3ccc(F)cc3)no2)C1 (stereo not given) was read as ERAP1 inh 1, esBAF inh 13, F508del corr -2.9, RAD54 branch 0, RAD52 inh -10 and XiGFP reactiv 0.0.
`COc1ccccc1C(CNC(=O)CN(C)S(=O)(=O)c1ccc(C)cc1)N1CCCC1` (stereo not given) gave ERAP1 inh 0, esBAF inh -1, INS-1E GSIS act 7, F508del corr 3.3, RAD54 branch -4, ARNT-TACC3 inh -6, RAD52 inh -19 and XiGFP reactiv 0.0.
COCC(=O)Nc1ccc2c(c1)C(=O)N(C)C[C@@H](OC)[C@H](C)CN(Cc1cncnc1)[C@@H](C)CO2 was read as ERAP1 inh 1, esBAF inh 2, INS-1E GSIS act -3, F508del corr -0.8, RAD54 branch 4, ARNT-TACC3 inh -6, RAD52 inh -2 and XiGFP reactiv 0.5.
`Cc1ccc(S(=O)(=O)N2CCC(=O)N(C(COCc3ccccc3)Cc3ccccc3)CC2)cc1` (stereo not given) gave ERAP1 inh -1, esBAF inh 6, INS-1E GSIS act -13, F508del corr -5.5, RAD54 branch -1, ARNT-TACC3 inh 2, RAD52 inh -1 and XiGFP reactiv 0.0.
CC(C)(C)c1ccc(S(=O)(=O)Nc2ccc(C(=O)N3CCCC3)cc2)cc1 was read as ERAP1 inh -2, esBAF inh 3, INS-1E GSIS act -16, F508del corr -0.7, RAD54 branch 10, RAD52 inh -8 and XiGFP reactiv 0.0.
CN(Cc1ccc(F)cc1)C(=O)c1cccc(OCc2ccccc2)c1 was read as ERAP1 inh -3, esBAF inh -4, INS-1E GSIS act -3, F508del corr 1.3, RAD54 branch -11, ARNT-TACC3 inh 0, RAD52 inh 13 and XiGFP reactiv 0.0.
For COc1ccc(/C(C)=N/Nc2nc(C)cc(-c3ccccc3)n2)cc1 the results were ERAP1 inh 1, INS-1E GSIS act 53, F508del corr 3.2, RAD54 branch 5, RAD52 inh -4 and XiGFP reactiv 0.1.
`O=C(NCc1ccccc1)/C(=C\c1cccc([N+](=O)[O-])c1)NC(=O)c1ccco1` gave ERAP1 inh 15, esBAF inh 9, INS-1E GSIS act 2, F508del corr 0.9, RAD54 branch -15, RAD52 inh -19 and XiGFP reactiv 0.0.
Cc1cccc(N2CCN(C(=S)NCCc3ccccc3)CC2)c1C was read as INS-1E GSIS act -16, RAD54 branch 1, ARNT-TACC3 inh 1 and XiGFP reactiv 0.0.
COC(=O)[C@@]1(Cc2ccc(F)cc2)[C@H]2c3cc(C(=O)N(C)C)n(Cc4ccc(C)o4)c3C[C@H]2CN1C(=O)c1ccccc1 was read as INS-1E GSIS act -21, F508del corr 3.2, RAD52 inh -35 and XiGFP reactiv 0.1.
Screening CO[C@H]1CN(C)C(=O)c2ccc(NC(=O)NC(C)C)cc2OC[C@@H](C)NC[C@H]1C returned ERAP1 inh 2, esBAF inh -4, INS-1E GSIS act 1, RAD54 branch -4, ARNT-TACC3 inh -3, RAD52 inh -4 and XiGFP reactiv 0.3.
For COc1ccc(-c2cc(C(=O)Nc3cccnc3Cl)no2)cc1OC the results were ERAP1 inh 0, esBAF inh -3, INS-1E GSIS act -19, F508del corr -0.8, RAD54 branch -1, ARNT-TACC3 inh -4, RAD52 inh -5 and XiGFP reactiv 0.0.
For COc1ccc(C(=O)Nc2ccnn2C2CCN(C(C)CSC)CC2)cc1 (stereo not given) the results were ERAP1 inh 0, esBAF inh 1, INS-1E GSIS act 28, F508del corr 3.1, RAD54 branch 2, ARNT-TACC3 inh -15, RAD52 inh -40 and XiGFP reactiv 0.0.
O=C(O)C1C2C=CC(O2)C1C(=O)Nc1cccc(C(F)(F)F)c1 (stereo not given) was read as ERAP1 inh 1, esBAF inh 7, INS-1E GSIS act -8, F508del corr -4.8, RAD54 branch -1, ARNT-TACC3 inh -6, RAD52 inh -4 and XiGFP reactiv 0.0.
`C[C@H]1CN([C@@H](C)CO)C(=O)Cc2cc(NC(=O)Cn3cnnn3)ccc2O[C@H]1CN(C)Cc1ccc(Cl)c(Cl)c1` gave ERAP1 inh -1, esBAF inh 2, INS-1E GSIS act 7, F508del corr -4.1, RAD54 branch -2, ARNT-TACC3 inh -9, RAD52 inh 9 and XiGFP reactiv -1.2.
Screening O=[N+]([O-])c1cccc(/C([O-])=C(/C(=S)Nc2cccc3ccccc23)[n+]2ccccc2)c1 returned ERAP1 inh -1, INS-1E GSIS act 5, F508del corr 3.3, RAD52 inh 12 and XiGFP reactiv 0.0.
For COc1ccccc1CNC(=O)CN1C(=O)NC2(CCC(C)CC2)C1=O (stereo not given) the results were ERAP1 inh 0, INS-1E GSIS act -12, F508del corr 2.2, RAD54 branch -4, ARNT-TACC3 inh -6, RAD52 inh -8 and XiGFP reactiv 0.4.
`C[C@@H]1CN([C@@H](C)CO)C(=O)Cc2cc(NC(=O)Nc3ccc4c(c3)OCO4)ccc2O[C@H]1CN(C)Cc1ccc2c(c1)OCO2` gave ERAP1 inh 1, esBAF inh -4, INS-1E GSIS act -6, F508del corr -0.1, RAD54 branch -6, ARNT-TACC3 inh 10, RAD52 inh -15 and XiGFP reactiv 0.0.
`CCOC(=O)[C@@H]1[C@H]2COc3ccccc3[C@H]2N2C(=O)N(c3ccc(Br)cc3)C(=O)[C@]12C` gave ERAP1 inh 1, esBAF inh -5, INS-1E GSIS act 7, F508del corr -3.2, RAD54 branch -10, ARNT-TACC3 inh 1, RAD52 inh -11 and XiGFP reactiv 0.0.
For CS(=O)(=O)N1[C@H](C#N)[C@@H](c2ccc(C#CC3CCCCC3)cc2)[C@H]1CO the results were ERAP1 inh 1, esBAF inh 11, INS-1E GSIS act -3, F508del corr -1.5, RAD54 branch -3, ARNT-TACC3 inh 1, RAD52 inh -57 and XiGFP reactiv -0.1.
For CCN(CC)C(=O)c1cc([N+](=O)[O-])cc2c1-c1ccc([N+](=O)[O-])cc1C2=C(C#N)C#N the results were ERAP1 inh 0, INS-1E GSIS act -15, F508del corr -1.5, RAD54 branch -6, ARNT-TACC3 inh 4, RAD52 inh -3 and XiGFP reactiv 0.0.
`Cc1ccc(OCc2cc(C(=O)N3CCN(c4ccccc4)CC3)no2)cc1C` gave ERAP1 inh 4, esBAF inh inconclusive, INS-1E GSIS act -10, F508del corr -0.3, RAD54 branch 4, ARNT-TACC3 inh 2, RAD52 inh -21 and XiGFP reactiv 0.0.
Screening Cn1c2c(c(=O)n(C)c1=O)CS(=O)c1ccccc1N2 (stereo not given) returned ERAP1 inh 11, INS-1E GSIS act -5, F508del corr 0.8, RAD52 inh -7 and XiGFP reactiv 0.2.
